High-throughput results deposited in PubChem by National Center for Advancing Translational Sciences (NCATS).
TCR activator: activators of T cell receptors | primary human leukocytes, anti-CD3, IL-2 HTRF, 48 h | Potency, µM (series often up to 9.22 µM), for the others: at the top dose activation of IL-2 secretion, actives largely listed as activators | 330,000 tested, under 10 active | AID 504894; also: % of control where 0% means no effect
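Compounds are tested in HTS on primary human leukocytes co-incubated with a-CD3 beads for 48 hr. IL-2 output is measured by time-resolved FRET.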
MBNL1-CUG inh: inhibitors of human MBNL1 binding to CUG repeat RNA; TR-FRET MBNL1-His/biotin-(CUG)12 binding, 665/545 ratio; Potency, µM (series often up to 57.5 µM), inactives show at the highest dose activity change, negative = inhibition, most hits filed as inhibitors; 280,000 compounds, 0.036% hits; AID 2675; active = well fitted inhibition curve with a large enough effect in the signal ratio, with a control signal flat, not every such curve was filed as active; inconclusive = small, poorly fitted or top-dose-only effect, or effect the other way, or a change in a side signal; inactive = no such curve, though single readings can be large or run the other way; the % refers to the signal ratio; also: potency is read from the fitted curve at half-maximal effect; % is scaled to controls: 0 for no effect and ±100 for the full control effect
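His-tagged MBNL1 binding to biotinylated (CUG)12 RNA was measured by TR-FRET using terbium anti-His antibody (0.055 ng/ul final) and streptavidin-XL665 (5 nM final). Compounds were titrated 92 nM to 58 uM; 60 min at room temperature.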
a7 integrin act: integrin-mediated muscular dystrophy alleviation activation | alpha7betagal myoblasts, beta-gal FDG fluorescence, 48 h | Potency, µM (top dose mostly 38.3 µM), for the others: at the highest dose activation, hits mostly activators | 350,000 compounds, 0.064% hits | AID 624291;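 also: potency is read from the fitted curve at half-maximal effect; 100% = response of the positive control SU9516; nearly all actives have a fitted effect of over 60% in size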
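Alpha7betagal+/- myoblasts (passage 13) were plated 16-24 hr, then exposed to compounds (1:260 dilution of DMSO stock) for 48 hours at 37C. After MPER lysis, β-galactosidase reporter activity was read as FDG fluorescence (ex 480/em 540) after 30 minutes.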
Mito fusion yeast: blocks mitochondrial division or promotes mitochondrial fusion. S. cerevisiae fusion-defective mutant growth rescue, CellTiterGlo 48 h. Potency, µM (titrated, usually from 46.1 µM), inactives show at the top dose growth rescue (activation), actives largely listed as activators. 320,000 compounds, 0.23% hits. AID 485298;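 also: potency is read from the fitted curve at half-maximal effect; % of control where 0% means no effect; nearly all actives have a fitted effect of over 45% in size; temperature-sensitive fusion mutants such as fzo1-1 at 37 °C on non-fermentable ethanol glycerol medium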
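Compounds are tested for their ability to restore growth of mitochondrial fusion-defective yeast strains at non-permissive 37C in YPEG medium over 48 hours. Viability is quantified by luciferase luminescence.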
CXXC DNA block: blocks binding of human MLL CXXC domain to DNA. 290,000 compounds, 0.037% hits. MLL-CXXC / FITC-HOXA9 DNA fluorescence polarization. Q03164. AID 2662. Potency, µM (top dose mostly 115 µM), inactives show at the highest dose activity change, negative = inhibition, actives largely listed as inhibitors; active = well fitted inhibition curve with a large enough effect in the polarisation, with a control signal flat, not every such curve was filed as active; inconclusive = small, poorly fitted or top-dose-only effect, or effect the other way, or a change in a side signal; inactive = no such curve, though single readings can be large or run the other way; the % refers to the polarisation; also: potency is read from the fitted curve at half-maximal effect
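Fluorescence polarization: 7 uM MLL-CXXC (stock) preincubated 5 min with compounds, then 50 nM fluorescein-HOX-A9 DNA (stock) added; 30 min ambient. Buffer 50 mM Tris-HCl pH 7.5, 50 mM NaCl, 1 mM DTT, 0.05% BSA.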
A-T KAP1 phos: potential ataxia-telangiectasia treatment; […] A-T fibroblasts, KAP-1 phosphorylation AlphaLISA; neocarzinostatin DNA damage 30 min before lysis; Potency, µM (series often up to 57.5 µM), for the others: at the highest dose activation, actives largely listed as activators; 320,000 compounds, 0.19% hits; also: potency is read from the fitted curve at half-maximal effect; % of control where 0% means no effect; nearly all actives have a fitted effect of over 45% in size
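ATM-like activity read as KAP-1 phosphorylation via AlphaLISA donor/acceptor antibody pairs after lysis and 6 hr at 25C. Cells were ATM-null patient fibroblasts ([…], hTERT), dosed 60 min, then exposed to the DSB inducer NCS for 30 min.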
TSHR antag: antagonists of human thyroid stimulating hormone receptor | activity change, negative = inhibition, % at 11.5 µM | TSHR-expressing cells, TSH-stimulated cAMP HTRF, 2 h; hits give low values | 330,000 compounds, 0.2% hits;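 active = activity change below a set negative limit, meaning inhibition stronger than a set level, cut at about -70% in these data; inconclusive = activity change between two set negative limits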; also: % is scaled to controls: 0 for no effect and ±100 for the full control effect
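Competitive HTRF cAMP read-out (cryptate anti-cAMP antibody, cAMP-d2; 30 min, room temperature) in freshly harvested TSHR cells. Compounds added before TSH at EC80 (4nM final), followed by 2 hours' incubation at 37 deg C.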
Menin-MLL TR inh: displaces Texas Red mutant MLL peptide from human menin. 270,000 compounds, 0.23% hits. O00255. Menin + Texas Red MLL mutant peptide, fluorescence polarization. Potency, µM (top dose mostly 61.6 µM), for inactives: top-dose FP activity change, negative = inhibition, most hits filed as inhibitors; active = well fitted inhibition curve with a large enough effect in the polarisation, with a control signal flat, not every such curve was filed as active; inconclusive = small, poorly fitted or top-dose-only effect, or effect the other way, or a change in a side signal; inactive = no such curve, though single readings can be large or run the other way; the % refers to the polarisation; also: potency is read from the fitted curve at half-maximal effect; % of control where 0% means no effect; many of its hits are not listed in these tables
Target sequence (O00255 whole entry, looked up): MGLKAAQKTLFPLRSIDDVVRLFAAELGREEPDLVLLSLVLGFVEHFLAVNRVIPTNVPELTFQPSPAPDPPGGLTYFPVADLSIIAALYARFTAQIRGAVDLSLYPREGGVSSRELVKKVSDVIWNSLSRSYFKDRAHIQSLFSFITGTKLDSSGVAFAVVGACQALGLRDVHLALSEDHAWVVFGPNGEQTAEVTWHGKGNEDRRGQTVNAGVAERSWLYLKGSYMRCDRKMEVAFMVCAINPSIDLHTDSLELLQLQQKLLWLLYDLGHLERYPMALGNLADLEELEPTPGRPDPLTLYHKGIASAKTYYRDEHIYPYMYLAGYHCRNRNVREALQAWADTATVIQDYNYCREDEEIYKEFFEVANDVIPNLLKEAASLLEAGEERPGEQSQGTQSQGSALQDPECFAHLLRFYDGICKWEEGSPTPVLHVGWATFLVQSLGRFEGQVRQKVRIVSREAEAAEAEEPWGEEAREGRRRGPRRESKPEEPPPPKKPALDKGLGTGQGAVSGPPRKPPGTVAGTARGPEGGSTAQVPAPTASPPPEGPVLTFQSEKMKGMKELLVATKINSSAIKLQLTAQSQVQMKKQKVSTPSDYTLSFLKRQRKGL
S-ASM inh: human S-ASM enzyme inhibition | P17405 | placental ASM, HMU-PC fluorogenic substrate, 60 min | Potency, µM (series often up to 57.5 µM), without a hit: at the top dose activity change, negative = inhibition, most hits filed as inhibitors | 340,000 compounds, 0.006% hits | AID 504937; also: potency is read from the fitted curve at half-maximal effect
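Fluorogenic HMU-PC substrate (9 uM final) is turned over by placental ASM in 60 min at 37 C after a 10 min compound preincubation. Reaction ended by alkaline stop (pH 10), with fluorescence read at 386/447 nm.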
TSG101-PTAP inh: blocks PTAP/TSG101 interaction to inhibit HIV-1 budding; Fluorescence polarization, FITC-PTAP peptide / Tsg101 binding; Potency, µM (highest dose often 115 µM), for the others: at the top dose activity change, negative = inhibition, actives largely listed as inhibitors; 340,000 tested, under 10 active; active = well fitted inhibition curve with a large enough effect in the main read-out, with a control signal flat, not every such curve was filed as active; inconclusive = small, poorly fitted or top-dose-only effect, or effect the other way, or a change in a side signal; inactive = no such curve, though single readings can be large or run the other way; also: potency is read from the fitted curve at half-maximal effect; % of control where 0% means no effect
Target sequence (Q99816 whole entry, looked up): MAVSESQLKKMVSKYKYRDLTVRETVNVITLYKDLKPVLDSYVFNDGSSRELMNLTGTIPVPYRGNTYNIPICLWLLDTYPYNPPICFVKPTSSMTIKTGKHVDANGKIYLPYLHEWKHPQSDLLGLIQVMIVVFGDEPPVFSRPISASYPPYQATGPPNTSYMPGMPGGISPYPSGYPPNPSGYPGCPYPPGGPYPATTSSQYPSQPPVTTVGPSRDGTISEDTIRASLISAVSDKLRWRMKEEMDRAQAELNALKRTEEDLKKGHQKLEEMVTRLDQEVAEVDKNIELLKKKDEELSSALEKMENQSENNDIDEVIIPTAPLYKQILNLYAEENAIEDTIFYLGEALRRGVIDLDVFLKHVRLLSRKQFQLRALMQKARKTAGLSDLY
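Tsg101 binding domain (10 uM final) was mixed with compound and a FITC-labeled PTAP peptide (50 nM final) in HEPES pH 7.5 buffer with NaCl, Tween 20, EDTA and TCEP; fluorescence polarization was read after 20 min at r.t.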
* hit, by the source's call; ? = inconclusive; · = no result given; [ ] = dose if it differs, or a comment. Unless noted, calls follow the shape of the dose curve; as a rule, active = well fitted curve in the direction sought with a large enough effect; inconclusive = small, poorly fitted or top-dose-only effect, or another doubt; inactive = no such curve, though single readings can be large; an effect the other way counts as inactive or inconclusive.

SMILES	TCR activator	MBNL1-CUG inh	a7 integrin act	Mito fusion yeast	CXXC DNA block	A-T KAP1 phos	TSHR antag	Menin-MLL TR inh	S-ASM inh	TSG101-PTAP inh
O=c1c(-c2c(O)cc(O)c3c2O[C@H](c2ccc(O)cc2)CC3)c(-c2ccc(O)cc2)oc2cc(O)cc(O)c12	3%	·	9%	·	·	5%	9	·	?	-3%
O=C(O)c1ccccc1NCCO	-2%	-21%	-4%	-8%	7%	-2%	6	4%	33%[activator]	1%
Cc1ccc(C(=O)Nc2ccon2)cc1S(=O)(=O)N1CCCC1	-3%	-6%	0%	2%	-13%	8%	19	·	4%	-4%
CC(=NNC(=O)COc1cccc(C)c1)c1cccnc1	0%	·	5%	·	·	-2%	-1	·	1%	-3%
CC(Oc1cccc(Cl)c1)C(=O)Nc1ccc(S(=O)(=O)NC2=NCCCCC2)cc1 (stereo not drawn)	3%	·	16%	-2%	·	0%	·	·	-1%	-4%
COc1cccc(NC(=O)CN2C(=O)COc3ccc(S(=O)(=O)N4CCOCC4)cc32)c1	6%	-5%	-7%	4%	-5%	2%	11	·	3%	-5%
COc1ccc(CCNc2c(C=O)c(=O)[nH]c3ccccc23)cc1OC	2%	-8%	14%	3%	-6%	-1%	-7	7%	7%	-7%
CCCC(=O)Nc1ccc(C(=O)N/N=C/c2cccnc2)cc1	·	18%	-3%	2%	2%	-1%	-2	-24%	1%	·
Cc1ccc(NC(=O)NNC(=O)c2ccc3c(c2)NC(=O)C(C)(C)O3)cc1	8%	-3%	17%	-4%	29%	2%	-1	0%	2%	-5%
CCn1c(O)c(C=Nc2ccccc2)n(-c2ccccc2)c1=S	2%	?	-24%	7%	7%	0%	18	11%	35%	-2%
CC(OC(=O)C1=COCCO1)C(=O)Nc1ccc(Oc2ccccc2)cc1 (stereo not drawn)	3%	-2%	2%	11%	118%[activator]	1%	-4	10%	1%	-14%
Cc1ccc(NC(=O)c2ccc(OCC3CCCO3)cc2)cc1 (stereo not drawn)	-2%[46.1 µM]	4%	?	8%	4%	-3%	4	-3%	-1%	0%
Cc1cc(C(F)(F)F)nn1CC(=O)Nc1cccnc1	2%	-1%	-12%	0%	2%	-9%	14	·	-2%	-9%
CC(=NCCc1ccccc1)C1=C(O)CSC1=O	2%	-11%	-13%	1%	7%	2%	0	1%	0%	0%
O=c1ccc2ccc(O[C@@H]3O[C@H](CO)[C@@H](O)[C@H](O)[C@H]3O)c(O)c2o1	7%	·	31%	-6%	·	3%	17	15%	15%	1%
O=C(O)c1cccc(S(=O)(=O)NCCC(c2ccccc2)c2ccccc2)c1	·	-1%	17%	-3%	-1%	0%	-6	24%	9%	1%
COc1cc(OC)cc(C(=O)Nc2ccc(NC(=O)c3ccco3)c(C)c2)c1	2%	-5%	-17%	-5%	7%	2%	-6	28%	-5%	2%
Cc1nc(SCC(=O)Nc2cc(C)on2)c2c(=O)n(C)c(=O)n(C)c2n1	-3%	-2%	11%	3%	5%	0%	0	8%	2%	-8%
CC(C)CC(CO)N1CCN(C(=O)c2cccc(Cl)c2)CCC1=O (stereo not drawn)	2%	·	-1%	·	·	·	·	·	5%	0%
CCCCNC(=O)CN1C(=O)NC2NC(=O)NC21 (stereo not drawn)	5%	-10%	17%	-2%	1%	-6%	19	-2%	-2%	1%
CC(OC(=O)c1snc(C(=O)NC2CCCCC2)c1N)C(=O)NC(C)(C)C (stereo not drawn)	3%[46.1 µM]	18%	-41%	24%	-4%	8%	-8	-29%	318%[activator]	-4%
CCOC(=O)N1CCC(N2Cc3cccc(C(=O)Nc4ccc(CC)cc4)c3C2=O)CC1	·	-1%	-8%	11%	-1%	1%	-12	12%	-24%	-3%
CC1CCN(C(=S)NC(=O)c2ccc(F)cc2)CC1	-1%[46.1 µM]	·	12%	·	·	-2%	11	·	3%	-2%
CON(C)S(=O)(=O)c1cccc(C(=O)N(CC(=O)Nc2ccccc2C(F)(F)F)Cc2ccco2)c1	-6%	·	-2%	·	·	-4%	·	·	-1%	-3%
C[C@H]1CCC(=O)N([C@H](CN=[N+]=[N-])Cc2ccccc2)CC1	1%	-12%	24%	3%	-6%	7%	6	-4%	4%	·
Cc1cc(SCC(=O)OCC(=O)N(CCC#N)c2ccccc2)nc2ccccc12	-1%	·	0%	-1%	·	-2%	-3	·	·	-1%
O=C(CN1CCOCC1)Nc1nc(-c2ccc3c(c2)CCN3S(=O)(=O)c2ccccc2)cs1	-1%	11%	-36%	4%	13%	1%	-22	25%	-14%	1%
CC1CCCC(NCC(O)COC(c2ccc(F)cc2)c2ccc(F)cc2)C1C (stereo not drawn)	5%	2%	-62%[inhibitor]	-1%	2%	5%	-1	?	1%	-2%
COC/C=C/C1=CC2=CC(=O)C(C)(OC(=O)c3cnc4ccccc4n3)C(=O)C2=CN1CC1CC1 (stereo not drawn)	3%	·	19%	·	·	·	·	-6%[11.7 µM]	-2%	-6%
NNC(=O)c1nnn(-c2nonc2N)c1CN1CCc2ccccc2C1	0%	-7%	31%	7%	-4%	5%	-17	-6%	-2%	0%
CC(=O)COc1ccccc1OC(=O)c1ccco1	-13%	12%	12%	0%	35%[activator]	0%	2	-6%	1%	-4%
N#Cc1ccc(-n2nnc3ccccc3c2=O)c([N+](=O)[O-])c1	-6%	·	6%	·	·	·	·	·	-2%	0%
CC(C)Oc1ccccc1C1Nc2ccccc2C(=O)N1c1ccc2c(c1)OCCO2 (stereo not drawn)	-3%	-1%	-2%	10%	8%	1%	25	·	76%[activator]	-1%
O=S(=O)(c1cccc(Cn2nnc(-c3ccc(F)cc3)n2)c1)N1CCOCC1	7%	-4%	-37%	-3%	-7%	8%	-5	·	-2%	-1%
CCCCNS(=O)(=O)c1cc2c3c(c1)CCN3C(=O)CC2	-4%	6%	?	4%	-8%	-1%	-6	12%	-1%	-8%
O=c1cc(CO)occ1OCc1cccc(F)c1	1%	-6%	15%[7.66 µM]	-1%	4%	-6%	11	?	7%	-4%

Complete entries from above.
CC1CCCC(NCC(O)COC(c2ccc(F)cc2)c2ccc(F)cc2)C1C (stereo not drawn) across the screens: TCR activator = 5%; MBNL1-CUG inh = 2%; a7 integrin act = -62%[inhibitor]; Mito fusion yeast = -1%; CXXC DNA block = 2%; A-T KAP1 phos = 5%; TSHR antag = -1; Menin-MLL TR inh = ?; S-ASM inh = 1%; TSG101-PTAP inh = -2%
O=S(=O)(c1cccc(Cn2nnc(-c3ccc(F)cc3)n2)c1)N1CCOCC1 across the screens: TCR activator = 7%; MBNL1-CUG inh = -4%; a7 integrin act = -37%; Mito fusion yeast = -3%; CXXC DNA block = -7%; A-T KAP1 phos = 8%; TSHR antag = -5; Menin-MLL TR inh = ·; S-ASM inh = -2%; TSG101-PTAP inh = -1%

Remaining list, next part:
SMILES	TCR activator	MBNL1-CUG inh	a7 integrin act	Mito fusion yeast	CXXC DNA block	A-T KAP1 phos	TSHR antag	Menin-MLL TR inh	S-ASM inh	TSG101-PTAP inh
CCCC(C)NC(=O)/C=C/c1cccc([N+](=O)[O-])c1 (stereo not drawn)	2%	?	19%	8%	1%	6%	-3	-22%	-1%	2%
Cc1cccc2cc(COC(=O)c3cccs3)c(=O)[nH]c12	2%[46.1 µM]	-1%	33%	0%	10%	3%	-4	-21%	1%	0%
CCCCn1c(-c2cc(Cl)ccc2OC)n[nH]c1=S	-2%	-5%	1%	-5%	-7%	·	·	-11%	0%	-10%
COc1cccc(C(=O)NNC(=O)C2CCCO2)c1 (stereo not drawn)	-3%	-8%	25%	-4%	8%	-1%	19	-1%	2%	2%

Shown with values under each structure: entries from further up
Value order – TCR activator, MBNL1-CUG inh, a7 integrin act, Mito fusion yeast, CXXC DNA block, A-T KAP1 phos, TSHR antag, Menin-MLL TR inh, S-ASM inh, TSG101-PTAP inh
- Cc1ccc(NC(=O)NNC(=O)c2ccc3c(c2)NC(=O)C(C)(C)O3)cc1
  8%, -3%, 17%, -4%, 29%, 2%, -1, 0%, 2%, -5%
- CC(C)CC(CO)N1CCN(C(=O)c2cccc(Cl)c2)CCC1=O (stereo not drawn)
  2%, ·, -1%, ·, ·, ·, ·, ·, 5%, 0%

Only part of the results is shown, so the mix of outcomes need not match the whole.
